MgcRacGAP inhibition: MgcRacGAP GTPase-activating activity inhibitors, confirmation, biochemical, ADP Hunter fluorescence | Rac GTPase-activating protein 1 (Homo sapiens) | one-dose inhibition, % at 30 µM; IC50 in µM for titrated hits | hit rate 0.6% among 340,000 | MgcRacGAP-stimulated Rac1 GTP hydrolysis, ADP Hunter fluorescence; higher % means a stronger effect; GST-tagged Rac1 F28L mutant substrate;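 active = first-screen hits whose inhibition reached a set limit at any dose in the follow-up dose series; inconclusive = inhibition above the set first-screen limit but never retested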;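 note: fluorescence reports GDP produced by GAP-driven GTP hydrolysis; strong numbers were not always called active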
Large T inhibition: SV40 large T antigen inhibitors, biochemical (AID 1903); inhibition, % at 20 µM; hits with a dose series show IC50 in µM; SV40 large T antigen ATPase/helicase inhibition assay; higher % means a stronger effect; hit rate 0.39% among 310,000; in the data active = a potency from the dose series; inconclusive = inhibition mostly from about 32% at the one dose, without a potency; inactive = the rest, 99 in 100 with inhibition below about 32%; note: strong numbers were not always called active
GPR35 arrestin U2OS: GPR35 antagonists blocking zaprinast-driven arrestin recruitment, primary screen, imaging, U2OS, beta-arrestin-GFP, zaprinast agonist (AID 2058) | inhibition, % at 10 µM; hits with a dose series show IC50 in µM | G-protein coupled receptor 35 (Homo sapiens) | hit rate 0.052% among 290,000 | U2OS GPR35 beta-arrestin-GFP translocation imaging, zaprinast antagonism; higher % means a stronger effect;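 active = inhibition of at least 50% with at least 30 cells and total cytoplasm GFP at most 10,000,000; inconclusive = under 30 cells or total GFP of 10,000,000 plus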
Dengue-2 NS5 capping: Dengue-2 NS5 methyltransferase inhibitors, primary screen, biochemical, confirmation dose response (AID 588689). Genome polyprotein (Dengue virus type 2 (strain 16681-PDK53)). Dengue-2 NS5 methyltransferase capping enzyme assay, biochemical; higher % means a stronger effect. inhibition, % at 25 µM; hits with a dose series show IC50 in µM. hit rate 0.3% among 340,000; in the data active = a potency from the dose series; inconclusive = inhibition above about 29% without an active follow-up result
CSM14.1 death rescue: rescue of cells from ER stress-induced death, primary screen, 384-well, CSM14.1, thapsigargin, ATP luminescence (AID 1222); CSM14.1 thapsigargin-induced death rescue, ATP luminescence; higher % means a stronger effect; one-dose cellular ATP content (survival), % at 20 µM; EC50 in µM for titrated hits; 190,000 tested, under 10 active;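 active = EC50 below 50 µM in the dose-response confirmation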;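 note: death triggered by thapsigargin at about 15 µM added after 2 h compound pretreatment; cell ATP read after overnight thapsigargin exposure of roughly 18 to 22 hours; normalized against plate controls of thapsigargin alone and 5% DMSO vehicle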
West Nile antiviral: West Nile virus antiviral activity, cell-based, CPE readout (AID 1621) | West Nile virus-infected cells, CPE inhibition; higher % means a stronger effect | CPE inhibition, % at 10 µM, or IC50 in µM where a hit was titrated | hit rate 0.02% among 290,000; in the data active = a potency from the dose series; inconclusive = CPE inhibition mostly from about 3.7% at the one dose, without a potency; inactive = the rest, 99 in 100 with CPE inhibition below about 2.2%; note: strong numbers were not always called active
LYP phosphatase: inhibitors of LYP phosphatase, biochemical, fluorescence intensity, uHTS (AID 1779); hit rate 0.054% among 290,000; Tyrosine-protein phosphatase non-receptor type 22 (Homo sapiens); recombinant LYP phosphatase, fluorescence intensity; higher % means a stronger effect; inhibition, % at 11.5 µM; hits with a dose series show IC50 in µM; in the data active = inhibition above about 50%;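 note: plate controls were vehicle with enzyme for no effect and no enzyme for full effect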
Salmonella PhoP GFP: inhibitors of PhoP regulon expression, primary screen, Salmonella Typhimurium, GFP reporter (AID 1863). inhibition, % at 50 µM, or IC50 in µM where a hit was titrated. hit rate 0.16% among 300,000. S. Typhimurium PhoP-regulated promoter GFP reporter, 4 h; higher % means a stronger effect;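 active = inhibition over 29.93%, a cutoff 3 SD above the screen mean, later confirmed by dose response; inconclusive = inhibition over 29.93% but no dose response follow-up; inactive = inhibition at most 29.93% or unconfirmed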;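 note: 0% = low Mg2+ inducing control and 100% = high Mg2+ repressing control; strong numbers were not always called active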
RSV antiviral HEp-2: RSV antiviral activity via CPE protection, HEp-2 cells, primary 10 µM value included (AID 2391); HEp-2 cells, RSV-induced CPE inhibition; higher % means a stronger effect; CPE inhibition, % at 10 µM; hits with a dose series show IC50 in µM; hit rate 0.13% among 310,000; in the data active = a potency from the dose series; inconclusive = CPE inhibition mostly from about 23% at the one dose, without a potency; inactive = the rest, 99 in 100 with CPE inhibition below about 21%; note: strong numbers were not always called active
Dengue-2 NS5 capping pilot replicate: second read-out of Dengue-2 NS5 capping, no call of its own (marks repeat the call); inhibition, %; measured here: pilot screen replicate inhibition
An asterisk follows results filed as active; u = inconclusive; x = no result given; & = joins results of further samples.

SMILES	MgcRacGAP inhibition	Large T inhibition	GPR35 arrestin U2OS	Dengue-2 NS5 capping	CSM14.1 death rescue	West Nile antiviral	LYP phosphatase	Salmonella PhoP GFP	RSV antiviral HEp-2	others
Cc1c(C(=O)N2CCOCC2)cc(C(C)(C)C)n1-c1ccccc1	-10%	10%	11%	-4%	x	-0.4%	-9%	-11%	x
O=C(OCC1COc2ccccc2O1)c1ccccc1F (stereo not drawn)	4%	-2%	8%	-1%	-1.2%	0.4%	6%	37%	-0.2%
O=C(COC(=O)/C=C/c1cccs1)NC1CCCCC1	11%	0%	1%	2%	x	0.0%	-8%	-3%	1.0%
CCOc1ccc(NC(=O)Cc2ccccc2)cc1	8%	-7%	8%	1%	-4.9%	-0.4%	-3%	-9%	1.4%
COc1ccc(-c2n[nH]c(C)c2-c2cc(OC)ccc2O)cc1	6%	17%	-1%	2%	2.2%	0.4%	-8%	8%	2.5%
CCOC(=O)c1cc(NC(=O)N(C(C)C)C(C)C)c(C)nc1C	9%	10%	0%	1%	-0.3%	-0.6%	-3%	7%	0.8%	Dengue-2 NS5 capping pilot replicate=-6.1
COc1cccc(C2C(C#N)=C(N)OC3=C2C(=O)CC(c2ccco2)C3)c1OCc1ccc(F)cc1 (stereo not drawn)	6%	u	-14%	0%	14%	-0.3%	7%	-13%	20%
CCc1noc(C)c1C(=O)Nc1cc(S(=O)(=O)N(CC)CC)ccc1N1CCOCC1	2%	9%	x	1%	x	x	x	-10%	-0.9%
CCOC(=O)/C(=C/c1ccc(Cl)cc1)NC(=O)c1ccco1	-3%	5%	-2%	13%	-0.5%	-1.1%	3%	1%	0.1%
COc1cc(C(=O)NCc2cn3ccccc3n2)cc(OC)c1OC	3%	11%	5%	-4%	7.2%	-0.2%	-2%	8%	-0.1%
O=C1c2ccccc2C(=O)N1c1ccc(-c2nc3ccccc3o2)cc1	x	1%	22%	x	-1.2%	0.4%	3%	-4%	x
Cc1cccc(C)c1NC(=O)CN1C(=O)C(C)Oc2ccccc21 (stereo not drawn)	-5%	8%	-1%	-3%	x	-0.4%	-4%	0%	1.0%
Cc1cccc(COc2coc(CN3CCN(C(=O)c4ccco4)CC3)cc2=O)c1	7%	3%	x	-3%	x	x	x	4%	-2.1%
CCCCC(=O)Nc1nnn(CCC)n1	7%	2%	-7%	-3%	-0.2%	0.1%	-1%	4%	-3.3%
CCOC(=O)c1cnc(SCC(=O)Nc2cccc(OC)c2)nc1N	12%	12%	-8%	-3%	-2.1%	0.6%	-5%	4%	-1.0%
O=C(NCCCn1ccnc1)c1cc2ccccc2oc1=O	0%	13%	-7%	-10%	-2.3%	-0.4%	2%	15%	2.7%
Cc1ccccc1Cn1c(CN2CCN(C(=O)c3ccco3)CC2)nc2c1c(=O)n(C)c(=O)n2C	3%	9%	-8%	-6%	-1.5%	0.1%	-3%	10%	1.8%
Cc1nc2ccccc2n1/N=C/c1ccc([N+](=O)[O-])o1	7%	x	x	-1%	x	1.0%	x	x	-2.8%
CCOC(=O)N1CCN(C(=O)CCc2nc3sc4c(c3c(=O)[nH]2)CCCC4)CC1	-2%	7%	-7%	-15%	x	0.5%	-12%	3%	0.2%
CCOC(=O)N1CCN(C(=O)c2ccc3c(SCC(=O)O)c4c(nc3c2)CCC4)CC1	20%	38%&2%	-16%	-3%	0.5%	0.0%	-2%	4%	0.2%
O=C(Nc1ccccc1N1CCOCC1)C1CCN(S(=O)(=O)c2cccc(C(F)(F)F)c2)CC1	7%	4%	u	-6%	0.1%	-1.9%	1%	5%	9.2%
Clc1ccc2c(c1)CCc1cccnc1C2=C1CCNCC1	x	13%&7%&19%	-3%&8%	x	-3.8%&3.0%	1.0%	-4%&-10%	1%&-7%&7%	2.1%
Cc1ccc(C)c(NC(=O)CSc2nc3c(oc4ccccc43)c(=O)n2-c2ccccc2)c1	4%	10%	1%	4%	3.9%	-0.6%	-1%	-6%	46%
CCn1c(CNC(=O)c2cccc(C)c2)nnc1SCC(=O)NC1CCCC1	2%	8%	-4%	-1%	x	0.3%	3%	-1%	0.6%
Cc1ccc(CC(NC(=O)c2ccccc2)C(=O)N2CCCC2C(=O)O)cc1 (stereo not drawn)	3%	4%	-2%	-4%	0.4%	0.2%	-1%	7%	0.4%
COc1cccc(CCNC(=O)c2cccc(NC(=O)C3=C(C)OCCS3)c2)c1	6%	-11%	63%	-1%	x	0.7%	-6%	-6%	5.8%
Cc1nc2ccc(NC(=O)c3cc(S(=O)(=O)N(C)c4ccccc4)ccc3Cl)cc2s1	11%	1%	-8%	-15%	-2.0%	-2.2%	0%	19%	1.7%
CCCCN=C1CC(C)(C)CC(=O)/C1=C(/O)CCCN1C(=O)c2ccccc2C1=O	-1%	-5%	22%	-6%	1.5%	-0.3%	-6%	-7%	4.7%
CCOC(=O)c1c(C)[nH]c(C(=O)NCc2ccco2)c1C	x	3%	9%	x	0.0%	-0.2%	-3%	5%	0.0%
Cc1ccc(CNC(=O)C2CCCN2S(=O)(=O)c2ccc3c(c2)C(C)(C)C(=O)N3C)cc1 (stereo not drawn)	0%	x	-8%	3%	x	-0.6%	-12%	x	0.2%
O=C(NCc1ccc2c(c1)OCO2)C1CCCN1C(=O)Nc1cccc(Cl)c1 (stereo not drawn)	0%	3%	-7%	2%	-2.1%	-0.8%	-16%	-4%	1.0%
COc1ccc(Nc2oc(-c3cccs3)nc2C#N)cc1	4%	5%	1%	-7%	1.5%	0.1%	-6%	8%	0.5%
O=C(N/N=C/c1cn(Cc2ccccc2)c2ccccc12)c1cccnc1	12%	-1%	0%	-4%	-2.6%	-1.0%	-3%	-1%	-1.7%
COC(=O)c1[nH]c2ccccc2c1NC(=O)CCN1CCSCC1	5%	9%	11%	-2%	-1.0%	0.1%	-3%	12%	1.6%
Cc1ccc(OCC(=O)N2N=C(c3ccncc3)CC2(O)C(F)(F)F)cc1C (stereo not drawn)	-8%	7%	-1%	-2%	x	-0.1%	-5%	-1%	5.5%
CCC(=O)N1CCc2cc(S(=O)(=O)CCC(=O)NCc3cccs3)ccc21	-1%	10%	0%	-5%	-1.4%	0.0%	-8%	3%	4.5%
CSCCC(NS(=O)(=O)c1ccc(Cl)cc1)C(=O)OCC(=O)c1c(C)[nH]c2ccccc12 (stereo not drawn)	-4%	-1%	-8%	-2%	17%	-1.4%	0%	14%	u
O=c1[nH]c(C2CCN(S(=O)(=O)c3ccc(S(=O)(=O)NC4CC4)cc3)CC2)nc2c1nnn2Cc1ccc(F)cc1	5%	-1%	-5%	-5%	x	-0.7%	1%	6%	16%
Cc1ccc2c(C)c(C(=O)N3CCC(N4CCC(C(=O)NC5CC5)CC4)CC3)oc2c1	-6%	x	-3%	0%	x	-0.2%	-6%	-9%	-0.1%
CCOC(=O)c1c(-c2ccccc2)oc2ccc(OC)cc12	8%	4%	-1%	-5%	1.4%	1.8%	-11%	-3%	15%
O=C1CCC(C(=O)Nc2cccc(Oc3ccccc3)c2)=NN1	7%	9%	11%	-4%	-0.7%	-2.0%	-1%	-2%	6.3%
O=C(O)COc1ccc(NC(=O)c2cccs2)cc1	-4%	20%	x	-3%	x	-0.1%	x	0%	0.0%
O=Cc1c[nH]c2ncccc12	6%	2%	-4%	3%	x	0.3%	-8%	0%	-1.0%
COc1ccc(C(=O)Nc2ccccc2C(=O)N2CCCCCC2)cc1	4%	-12%	0%	-6%	x	-0.7%	-4%	3%	2.3%
CCO[C@@H]1OC(C(=O)NCc2ccccc2)=C[C@H](c2ccccc2)[C@H]1CCCO	1%	1%	-10%	6%	2.2%	0.3%	-4%	-3%	3.1%
CCCNC(=O)c1onc(CSc2nc3ccccc3[nH]2)c1C(=O)NCCC	7%	4%	-3%	-6%	x	-0.7%	0%	7%	2.6%
COc1ccc(-c2cn3c(C)c(C(=O)N4CCN(c5ccc(F)cc5)CC4)sc3n2)cc1	5%	7%	-4%	3%	-1.0%	x	-6%	-2%	1.0%
c1nc(N2CCCCC2)c2[nH]cnc2n1	3%	-7%	-9%	4%	x	-0.2%	-10%	14%	0.7%
CCCC(=O)C1=C(SCC)CC(C)(C)C(C(=O)OC)C1=O (stereo not drawn)	3%	10%	4%	-4%	-3.2%	-0.3%	0%	-9%	0.3%
CN(C)/C=C(/C#N)C(=O)c1cccc(Oc2ccc(C(C)(C)C)cc2)c1	2%	4%	-16%	-8%	0.7%	0.8%	-6%	-3%	u
COc1ccc(C2CC(c3ccc(Cl)cc3)=NN2C(C)=O)cc1 (stereo not drawn)	17%	5%	0%	-2%	x	-1.9%	0%	5%	u
Cc1cc(C)cc(OC2CCCCC2NS(=O)(=O)c2ccccc2)c1 (stereo not drawn)	11%	4%	14%	-1%	-2.4%	-1.9%	-7%	-2%	5.4%
FC(F)Oc1ccc(-c2c[n+]3c(n2-c2ccccc2)CCCCC3)cc1	0%	6%	-4%	-8%	x	u	-2%	1%	0.0%
OC(c1cccc(Cl)c1)c1nccc2ccccc12 (stereo not drawn)	15%	6%	-3%	-5%	x	-0.5%	-2%	3%	2.2%
Nc1ccc(C(=O)OCc2ccncc2)cc1[N+](=O)[O-]	8%	5%	9%	-4%	1.3%	-0.7%	3%	12%	1.1%
COc1ccc(-c2nnc3ccc(SCC(=O)Nc4nc5ccc(C)cc5s4)nn23)cc1OC	-4%	-11%	-4%	8%	-1.5%	-0.7%	-5%	11%	0.2%
Cc1ccc(NC(=O)c2ccc(COc3ccc4c(c3)CCC4)cc2)c(C)c1	3%	21%	1%	-7%	0.2%	0.1%	-4%	1%	2.7%
Cc1cc(NC(=O)Nc2cccc(Cl)c2)n(-c2ccccn2)n1	5%	5%	-6%	-7%	x	0.5%	-2%	4%	19%
CCCCc1ccc(NC(=O)c2ccc(NS(C)(=O)=O)cc2)cc1	10%	5%	-25%	4%	-1.1%	-0.4%	-5%	-2%	2.8%

Screens (PubChem BioAssay)

Compounds as they come; overall some 1.5% were active at least once.
